Source: PubChem
Vif-APOBEC3F blk: Vif-A3F binding inhibition; HeLa A3F-eYFP + Vif (tagged APOBEC3F with the HIV-1 protein that degrades it), YFP fluorescence increase; Potency, µM (top dose mostly 46.1 µM), for inactives: at the highest dose activity, negative = active; 390,000 tested, 0.2% active; also: potency is read from the fitted curve at half-maximal effect; % of control where 0% means no effect; nearly all actives have a fitted effect of over 65% in size
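HeLa cells stably expressing A3F-eYFP plus Vif, plated and incubated overnight at 37 deg C, then exposed to compounds overnight at 37 deg C. Blocked degradation read as raised yellow fluorescence (Ex 488/Em 500-530).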
Vif-APOBEC3G blk: blocks the Vif interaction with human APOBEC3G; Q9HC16; HeLa A3G-eYFP + Vif (tagged APOBEC3G with the HIV-1 protein that degrades it), YFP fluorescence, overnight; Potency, µM (series often up to 46.1 µM), inactives show at the top dose activity, negative = active, usual class: inhibitors; 410,000 tested, 0.076% active;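 also: potency is read from the fitted curve at half-maximal effect; % is scaled to controls: 0 for no effect and ±100 for the full control effect; nearly all actives have a fitted effect of over 60% in size; hits raise eYFP signal because A3G escapes Vif-driven loss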
Target sequence (Q9HC16 whole entry, looked up): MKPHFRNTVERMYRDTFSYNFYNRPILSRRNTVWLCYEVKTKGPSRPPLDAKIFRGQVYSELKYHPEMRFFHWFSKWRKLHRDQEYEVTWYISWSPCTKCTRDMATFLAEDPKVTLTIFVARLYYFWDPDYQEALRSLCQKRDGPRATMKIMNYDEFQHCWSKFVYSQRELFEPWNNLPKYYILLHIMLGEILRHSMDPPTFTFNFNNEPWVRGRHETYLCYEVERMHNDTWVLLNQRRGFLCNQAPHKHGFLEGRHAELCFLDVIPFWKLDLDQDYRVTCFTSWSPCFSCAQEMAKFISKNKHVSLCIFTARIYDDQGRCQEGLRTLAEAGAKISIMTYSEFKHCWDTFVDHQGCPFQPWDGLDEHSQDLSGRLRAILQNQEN
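HeLa cells stably expressing Vif and C-terminally eYFP-tagged A3G, seeded overnight at 37 deg C, then exposed to compound by pintool overnight at 37 deg C. Rise in yellow fluorescence (Ex 488/Em 500-530, Acumen) marks blocked Vif-driven A3G degradation.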
IDH1 R132H inh: blocks human mutant IDH1 R132H enzyme; O75874; IDH1-R132H enzyme, NADPH consumption, diaphorase/resazurin fluorescence; Potency, µM (highest dose often 76.6 µM), for inactives: at the highest dose activity change, negative = inhibition, actives largely listed as inhibitors; 390,000 tested, 0.093% active; also: potency is read from the fitted curve at half-maximal effect; % is scaled to controls: 0 for no effect and ±100 for the full control effect; nearly all actives have a fitted effect of over 65% in size
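IDH1-R132H (0.5 ug/mL dispensed) in pH 7.5 Tris buffer was preincubated 30 min with compound, then given a substrate mix of 0.016 mM NADPH and 2 mM alpha-KG for 80 min at room temperature; remaining NADPH was read by diaphorase/resazurin fluorescence.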
USP1-UAF1 inh: blocks the human USP1/UAF1 deubiquitinase complex; O94782; recombinant USP1/UAF1, Ub-Rhodamine cleavage fluorescence; Potency, µM (titrated, usually from 57.1 µM), for the others: at the highest dose activity change, negative = inhibition, most hits filed as inhibitors; 390,000 tested, 0.23% active; AID 743255; also: potency is read from the fitted curve at half-maximal effect; % is scaled to controls: 0 for no effect and ±100 for the full control effect; nearly all actives have a fitted effect of over 60% in size; inactives centre near -12
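In this screen, compounds sit with the deubiquitinase complex (1nM) for 15 min at room temperature before Ub-Rho is added at 150nM final. Fluorescence rise is then followed for 6 reads every 60 seconds.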
RXFP1 agonist: activates the human relaxin receptor RXFP1. Q9HBX9. HEK293T-RXFP1 cAMP TR-FRET, 30 min; response scale: percent of porcine relaxin response, buffer zero. Potency, µM (top dose mostly 57.5 µM), for inactives: at the top dose activation, most hits filed as activators. 370,000 tested, 0.3% active; also: potency is read from the fitted curve at half-maximal effect; % is scaled to controls: 0 for no effect and ±100 for the full control effect; nearly all actives have a fitted effect of over 60% in size; many of its hits are not listed in these tables
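HEK293T cells stably expressing RXFP1 were pretreated with the PDE4 inhibitor Ro 20174, exposed to compounds for 30 min at 37C, lysed, and cAMP was read by TR-FRET. Data normalized to buffer (basal) and 29 nM porcine relaxin (100%).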
TrxR1 substrate: rat thioredoxin reductase 1 substrate activity | O89049 | purified TrxR1 substrate turnover, NADPH consumption readout | Potency, µM (titrated, usually from 114 µM), for the others: top-dose activity change, negative = substrate turnover | 390,000 tested, 0.01% active; also: potency is read from the fitted curve at half-maximal effect; % is scaled to controls: 0 for no effect and ±100 for the full control effect; nearly all actives have a fitted effect of over 50% in size
Target sequence (O89049 whole entry, looked up): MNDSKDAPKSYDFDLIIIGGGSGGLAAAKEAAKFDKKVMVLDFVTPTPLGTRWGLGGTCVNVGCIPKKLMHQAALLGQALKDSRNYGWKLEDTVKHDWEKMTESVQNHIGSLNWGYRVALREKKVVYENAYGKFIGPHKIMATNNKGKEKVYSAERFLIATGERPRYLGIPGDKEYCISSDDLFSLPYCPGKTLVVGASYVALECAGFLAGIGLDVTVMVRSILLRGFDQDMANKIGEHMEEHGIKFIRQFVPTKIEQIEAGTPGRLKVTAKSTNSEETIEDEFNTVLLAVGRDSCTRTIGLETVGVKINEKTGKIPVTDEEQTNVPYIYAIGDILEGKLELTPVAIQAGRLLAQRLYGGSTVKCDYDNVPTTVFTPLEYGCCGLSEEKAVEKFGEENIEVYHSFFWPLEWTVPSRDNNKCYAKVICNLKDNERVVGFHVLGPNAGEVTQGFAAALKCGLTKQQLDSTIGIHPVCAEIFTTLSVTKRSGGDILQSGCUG
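Rat TrxR1, dispensed at 90 nM, was prereduced with 400 uM NADPH (final) for 5 min at ~22 deg C, then incubated with compound 15 min before 400 uM selenite. A first-read NADPH fluorescence drop versus no-compound background flagged substrates.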
GRP78 ERSR act: ER stress response induction in glioma. U87-MG GRP78 promoter luciferase reporter, 16 h. Potency, µM, for the others: at the highest dose activation, actives largely listed as activators. 420,000 tested, 0.02% active. AID 602332; also: potency is read from the fitted curve at half-maximal effect; series mostly up to about 76 µM; % of control where 0% means no effect; nearly all actives have a fitted effect of over 35% in size
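ERSR induction read as luciferase luminescence (Bright-Glo, 10 min at room temperature) in stably transfected human U87-MG glioma cells exposed to compounds for 16 h, using GRP78 as sensor.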
LDHA block: inhibitors of human lactate dehydrogenase A | P00338 | purified LDHA, NADH/diaphorase-resazurin fluorescence; stronger effect = lower value | activity change, % (values are at about 110 or 230 µM) | 480,000 tested, 0.15% active | AID 1347041; in the data active = activity change below about -30%; inconclusive = mostly about -25% to -30%;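 also: plate controls were DMSO wells for no effect and wells without enzyme for full effect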
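Human LDH5 at 2 nM final in Tris HCl pH 7.4 with 0.06 mM NADH and 0.2 mM pyruvate, reacted 5 minutes at room temperature. Remaining NADH coupled via diaphorase/resazurin; resorufin fluorescence read at 0 and 20 minutes, normalized to enzyme-free and DMSO wells.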
PI4K2A block: inhibitors of human PI4K2A | 420,000 tested, 0.13% active | AID 1346378 | activity change, negative = inhibition, % at 76.9 µM | purified PI4K2A, ADP-Glo luminescence, 1 h; stronger effect = lower value; in the data active = activity change below about -50%; inconclusive = mostly about -30% to -49%;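 also: -100% = wells without enzyme as full effect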
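Compounds are screened against recombinant PI4K2A using PI as substrate and ATP, the latter dispensed at 300 microM. Reactions run one hour at ambient temperature before ADP-Glo detection; full inhibition defined by wells lacking enzyme.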
Active calls of the source: *; ? = inconclusive; . = no result given; & = joins results of further samples; [ ] = dose if it differs, or a comment. Unless noted, calls follow the shape of the dose curve; as a rule, active = well fitted curve in the direction sought with a large enough effect; inconclusive = small, poorly fitted or top-dose-only effect, or another doubt; inactive = no such curve, though single readings can be large; an effect the other way counts as inactive or inconclusive. An excerpt. The share of hits here may be higher or lower than overall.

structure,Vif-APOBEC3F blk,Vif-APOBEC3G blk,IDH1 R132H inh,USP1-UAF1 inh,RXFP1 agonist,TrxR1 substrate,GRP78 ERSR act,LDHA block,PI4K2A block
CCOC(=O)C1(CC/C(C)=N\NC(N)=O)CC(C)OC1=O (configuration not stated),0%,0%,4%,-19%,0.2%,-7%,-3%,1,2
COc1ccc(N2CCN(c3ncnc4c3cnn4-c3ccc(F)cc3)CC2)cc1,-6%,-1%,-12%,0%,18%,3%[57.1 µM],-1%,3,-6
COc1cccc(C(=O)Nc2ccc(C(=O)NCC(C)C)cc2)c1,0%,0%,-2%,-20%,0.0%,7%,0%,-4,0
Cc1ccc(NC(=O)c2oc3ccc(S(=O)(=O)N4CCCCCC4)cc3c2C)cc1Cl,2%,-3%,11%,-8%,6.6%,6%[57.1 µM],-4%,1,2
COc1ccc(-c2csc3nc(-c4cccnc4)nc(N4CCC(C(N)=O)CC4)c23)cc1OC,-3%,-26%,?,-11%,7.4%,-4%,-5%,-11,2
CCOc1ccc(N2CC(C(=O)Nc3ccccc3N3CCOCC3)CC2=O)cc1 (configuration not stated),-3%,2%,-1%,-2%,0.4%,-1%[57.1 µM],-2%,-1,0
Cc1ccc(N(C(=O)c2ccco2)C(C(=O)NC2CCCC2)c2ccco2)c(C)c1 (configuration not stated),-6%,4%,?,-17%,0.2%,-1%,-3%,-8,3
N#C/C(=C\c1cccs1)Sc1nc2ccccc2s1,0%,-24%,7%,-4%,-0.3%,-5%,10%,-4,7
O=C(NCc1ccc(Cl)cc1)c1ccc(CNc2c(N3CCCC3)c(=O)c2=O)cc1,-25%,0%,1%,-6%,-2.7%,-3%,-6%,0,2
O=C(COC(=O)COc1ccccc1)NCc1ccccc1,5%,2%,-1%,-6%,0.8%,9%[57.1 µM],-3%,-5,4
Oc1ccc2nc(Cc3ccccc3)[nH]c2c1,.,1%,0%,-4%,-0.2%,-13%,4%,1,-2
COCCN(Cc1cc2cc(C)c(C)cc2nc1Cl)C(=O)Nc1ccccc1,0%,2%,3%,-14%,-0.7%,7%[57.1 µM],-2%,-6,-2
CCc1cc(C(=O)N(CC(C)C)c2c(N)n(Cc3ccccc3)c(=O)[nH]c2=O)sc1C,?,-10%,3%,3%,1.4%,3%,-5%,-13,-1
Cc1ccc(C2C3C(=O)N(c4ccc(C)cc4)C(=O)C3N3CCCN23)cc1 (configuration not stated),-4%,0%,15%,-17%,-4.6%,2%,-3%,-2,4
Cc1cccc(C2N=C(N)Nc3nc4ccccc4n32)c1 (configuration not stated),-6%&7%,0%&-17%,5%&1%,-17%&-4%,0.9%&0.6%,2%[57.1 µM],6%&-1%,-1&-4,2&3
COc1ccc(OC)c(CNCc2c(C(=O)O)n(Cc3ccccc3)c3cc(OC)ccc23)c1,0%,-1%,-2%,-28%,0.2%,2%,-3%,1,-12
COc1ccccc1-c1nc2s/c(=C\c3cccs3)c(=O)n2n1,8%,5%,-5%,-4%,0.6%,4%,4%,-6,116
CCOc1ccc(NC(=O)CC2SC(=O)N(c3ccccc3)C2=O)cc1 (configuration not stated),-2%,-7%,3%,-21%,-1.2%,-16%[57.1 µM],5%,2,7
CS(=O)(=O)N(CC(=O)Nc1ccc(S(=O)(=O)N2CCCC2)cc1)c1ccccc1,-1%,-1%,-5%,1%,-0.6%,5%[57.1 µM],-5%,1,-4
COc1cc(C(=O)Nc2cc(-c3cn4cccnc4n3)ccc2C)cc(OC)c1OC,-23%,-3%,-4%,-10%,13%,199%[activator][57.1 µM],-3%,-11,5
CCOC(=O)CN(C(=O)CSc1nnc(CNc2ccc(F)cc2)o1)c1ccccc1,-1%,4%,3%,-19%,0.4%,11%[57.1 µM],-1%,5,-1
CCOC(=O)Cn1cc(C(=O)C(C)(C)C)c2ccccc21,2%,7%,5%,-22%,-1.1%,6%,2%,1,-3
COC(=O)c1cn(NC(=O)Cc2ccc(Cl)c(Cl)c2)c(=O)c2ccccc12,4%,-6%,1%,-8%,-0.2%,42%[activator],-4%,3,4
O=C(CCc1c[nH]c2ccccc12)N/N=C/c1ccc2c(c1)OCO2,3%,-12%,-1%,-14%,-0.2%,5%[57.1 µM],-1%,-7,5
O=S(=O)(NCCc1csc2nc(-c3ccccc3)nn12)c1ccc(Cl)s1,-1%,5%,-3%,-28%,0.4%,-3%[57.1 µM],-4%,-16,2
C=CCn1c(-c2ccc(Cl)cc2)cnc1SC(C)C(N)=O (configuration not stated),3%,2%,-5%,-9%,0.3%,-7%,-2%,-5,-5
CCC(=O)Nc1ccc(N2CCCCC2)cc1,2%,1%,7%,-4%,-1.8%,8%,3%,1,4
COc1ccc(N2CCN(C(=O)c3ccc4c(c3)N(Cc3cc(C)ccc3C)C(=O)c3ccccc3S4=O)CC2)cc1 (configuration not stated),4%,1%,4%,-15%,-2.6%,-6%,-3%,-5,-1
COc1ccc([C@H]2CC(=O)C=C(c3cccc(C#N)c3)C2)cc1,-8%,0%,-3%[38.3 µM],-22%,0.7%,13%,1%,-4,1
O=C(NCC(=O)N1CCN(c2cccc(Cl)c2)CC1)c1ccc(Br)o1,?,0%,4%,-10%,0.3%,1%,-5%,1,0

A second format for 3 compounds above.
Below each SMILES – Vif-APOBEC3F blk | Vif-APOBEC3G blk | IDH1 R132H inh | USP1-UAF1 inh | RXFP1 agonist | TrxR1 substrate | GRP78 ERSR act | LDHA block | PI4K2A block
CCOC(=O)CN(C(=O)CSc1nnc(CNc2ccc(F)cc2)o1)c1ccccc1
  -1% | 4% | 3% | -19% | 0.4% | 11%[57.1 µM] | -1% | 5 | -1
CCOC(=O)Cn1cc(C(=O)C(C)(C)C)c2ccccc21
  2% | 7% | 5% | -22% | -1.1% | 6% | 2% | 1 | -3
COC(=O)c1cn(NC(=O)Cc2ccc(Cl)c(Cl)c2)c(=O)c2ccccc12
  4% | -6% | 1% | -8% | -0.2% | 42%[activator] | -4% | 3 | 4

Individual results from the entries so far:
O=S(=O)(NCCc1csc2nc(-c3ccccc3)nn12)c1ccc(Cl)s1 in Vif-APOBEC3G blk: 5%
CCOc1ccc(NC(=O)CC2SC(=O)N(c3ccccc3)C2=O)cc1 (configuration not stated) in RXFP1 agonist: -1.2%
CCOC(=O)CN(C(=O)CSc1nnc(CNc2ccc(F)cc2)o1)c1ccccc1 in Vif-APOBEC3G blk: 4%
CCOC(=O)Cn1cc(C(=O)C(C)(C)C)c2ccccc21 in Vif-APOBEC3F blk: 2%
COc1ccc([C@H]2CC(=O)C=C(c3cccc(C#N)c3)C2)cc1 in GRP78 ERSR act: 1%

The list goes on.
structure,Vif-APOBEC3F blk,Vif-APOBEC3G blk,IDH1 R132H inh,USP1-UAF1 inh,RXFP1 agonist,TrxR1 substrate,GRP78 ERSR act,LDHA block,PI4K2A block
C=C(C)Cc1c(C)c(C#N)c2nc3ccccc3n2c1N1CCCCC1,7%,-1%,?,-9%,1.2%,5%,-1%,-2,3
COc1ccc(N2CCN(CC(=O)c3c(C)n(C)c4ccc(OC)cc34)CC2)cc1,7%,1%,5%,-8%,5.0%,6%[57.1 µM],-1%,4,-2
CN(CCc1nc2ccccc2[nH]1)Cc1nc(CC2CC2)no1,1%,2%,17%,-4%,1.9%,5%,-5%,-1,-5
CC(N=c1ccccn1C(=O)Nc1ccc(F)cc1)c1ccco1 (configuration not stated),-4%,-1%,-1%,?,2.2%,13%,-1%,-15,-1
Cc1ccc([C@@H]2CC=C(C(=O)O)[C@H](c3ccccc3F)N2S(=O)(=O)c2ccc(C)cc2)cc1,-1%,-2%,-11%,-19%,-1.0%,3%[57.1 µM],-2%,3,-3
O=C(Nc1ccc(N2CCN(C(=O)c3ccco3)CC2)cc1)c1ccc2c(c1)OCO2,-9%,0%,-2%,-17%,0.6%,2%,-4%,-14,4
